Compound activity: PubChem, Broad Institute
ARNT TACC3 PPI: disruptors of ARNT/TACC3 protein interaction, primary screen, biochemical, AlphaScreen, single concentration | AlphaScreen His-ARNT PAS-B/GST-TACC3 binding, luminescence; TACC3 fragment carries E629A point mutation | Transforming acidic coiled-coil-containing protein 3 (Homo sapiens), Q9Y6A5 | 0.66% of 390,000 active | inhibition, % at 9.99 µM;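 active = mean inhibition of replicates at least 50% and at least half of replicates each reaching 50%; inconclusive = half or more replicates reach 50% but mean below 50%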;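 note: 0% = complete ARNT plus TACC3 wells and 100% = ARNT alone without TACC3; many hits fall short of the cut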
CASP6 VEID inh: human caspase-6 inhibitors, primary screen, biochemical, VEID-R110 fluorescence, single point, set 2; P55212; AID 686996, 2013; purified caspase-6, Z-VEID-R110 cleavage fluorescence; inhibition, % at 12.5 µM; 0.53% of 350,000 active;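 active = mean inhibition across replicates at least about 35%, with every replicate also reaching that limit, limit read from the data; inconclusive = only one of the two criteria met; inactive = neither criterion met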;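 note: 0% = median of neutral control wells and 100% = no fluorescence left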
Target sequence (P55212 24-179 limits assumed): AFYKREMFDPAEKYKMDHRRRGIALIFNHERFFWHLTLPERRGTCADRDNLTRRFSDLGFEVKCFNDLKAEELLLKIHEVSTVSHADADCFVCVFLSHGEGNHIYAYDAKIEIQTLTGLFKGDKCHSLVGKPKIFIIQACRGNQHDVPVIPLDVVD
Target sequence (P55212 194-293 limits assumed): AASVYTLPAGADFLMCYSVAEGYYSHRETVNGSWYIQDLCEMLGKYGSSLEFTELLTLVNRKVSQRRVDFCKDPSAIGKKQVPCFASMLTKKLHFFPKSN
DENV2 CPE rescue: inhibitors of DENV2 cytopathic effect, primary screen, cell-based, plate reader, single concentration. DENV2-infected cells, cytopathic effect rescue. CPE inhibition, % at 9.99 µM. 1.7% of 350,000 active. AID 651640, 2012; in the data active = CPE inhibition above about 20%, passing the limit was not always enough; inconclusive = no clear call, values can overlap the other calls; tested in BHK-21 cells;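 note: 0% = median of neutral control wells and 100% = median of positive control wells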
SIRT5 inh: SIRT5 desuccinylase inhibitors, primary screen, biochemical, fluorescence imaging, single point, set 5 | NAD-dependent protein deacylase sirtuin-5, mitochondrial (Homo sapiens), Q9NXA8 | Purified SirT5, succinyl-peptide AMC, trypsin-coupled fluorescence | inhibition, % at 15 µM | 1.1% of 330,000 active; in the data active = inhibition above about 15%; inconclusive = no clear call, values can overlap the other calls
Target sequence (Q9NXA8 whole entry, looked up): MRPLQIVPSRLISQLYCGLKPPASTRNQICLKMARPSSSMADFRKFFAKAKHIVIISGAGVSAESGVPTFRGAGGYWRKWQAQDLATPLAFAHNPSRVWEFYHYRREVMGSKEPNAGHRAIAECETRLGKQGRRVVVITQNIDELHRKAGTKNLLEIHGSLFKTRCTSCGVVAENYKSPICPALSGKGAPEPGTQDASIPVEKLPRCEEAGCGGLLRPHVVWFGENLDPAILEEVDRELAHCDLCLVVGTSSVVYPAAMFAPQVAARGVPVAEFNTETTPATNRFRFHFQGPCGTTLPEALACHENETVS
LGR2 antag: inhibitors of bursicon-induced LGR2 CRE-luciferase signal, primary screen, cell-based, HEK293, CRE-luciferase reporter, bursicon stimulation | bursicon-stimulated, 4 h | inhibition, % at 9.99 µM | 0.35% of 380,000 active | AID 720647, 2013;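 active = drop in luminescence signal, shown as inhibition above about 50% in the replicate tests, limit read from the data, passing the limit was not always enough; inconclusive = probably only some replicates passing the limit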;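 note: agonist challenge used bursicon conditioned medium at about half maximal strength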
EWS-Fli inh: EWS/Fli-driven NR0B1 reporter inhibitors, primary screen, A673 cells, NR0B1 luciferase, luminescence, MLPCN library; 0.67% of 350,000 active; inhibition, % at 12.6 µM; viability-normalised;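 active = mean inhibition of at least 50% after viability correction, with every replicate also passing that limit; inconclusive = mean reaches 50% but only one of two replicates passes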;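 note: firefly luciferase signal divided by Alamar Blue viability fluorescence both relative to DMSO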
PAX8 inh HTS: inhibitors of PAX8-driven TPO luciferase reporter, primary screen, RMG-I cells, single concentration. inhibition, % at 12.6 µM. 1.2% of 360,000 active. SteadyGlo, 24 h. AID 652154, 2013;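 active = mean replicate inhibition at least 60% with every replicate also reaching 60%; inconclusive = only one of the two criteria is met; inactive = mean below 60% and not all replicates reaching 60%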;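 note: luciferase light reporting Pax8 driven TPO promoter activity; plate controls were median of neutral control wells for no effect and mitoxantrone controls for full effect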
* hit, by the source's call; u = inconclusive; x = not tested or not shown; & = joins results of further samples.

SMILES	ARNT TACC3 PPI	CASP6 VEID inh	DENV2 CPE rescue	SIRT5 inh	LGR2 antag	EWS-Fli inh	PAX8 inh HTS
CCOc1ccc(CN(C)c2nc(-c3cccnc3)nc3ccccc23)cc1OC	5.6	-3.5	3.5	-1.0	17.2	46.3	21.5
Cc1cccc(S(=O)(=O)N2CCN(Cc3ccc4c(c3)OCO4)CC2)c1	1.8	-3.8	-0.8	-0.3	8.4	8.6	-0.8
CCCNC[C@@H]1[C@@H](c2ccc(C3=CCCC3)cc2)[C@@H](CO)N1C(=O)C1CCCC1	x	-1.8	-11.8	2.7	2.6	x	x
CCCS(=O)(=O)c1nc(S(=O)(=O)c2ccc(C)cc2)c(N2CCc3ccccc3C2)s1	-2.5	1.2	-4.9	1.4	14.8	24.8	31.7
S=c1[nH]cc(-c2ccc(Cl)cc2)n1-c1ccccc1	-2.4	-1.2	3.5	-1.4	12.3	24.9	4.5
CCCc1ccc(OCC(O)CN2CCc3ccccc3C2)cc1 (stereo unspecified)	-6.2	1.1	11.3	x	-9.0	2.3	12.0
COc1cc(/C=C(\NC(=O)c2ccccc2)C(=O)NCCO)c([N+](=O)[O-])cc1OC	-5.3	x	x	x	-16.6	x	10.7
COc1ccc(C(=O)Nc2ccc(N3CCN(C(C)=O)CC3)cc2)cc1[N+](=O)[O-]	x	9.5	u	0.0	13.6	-3.5	-3.7
O=C(NC1CCCC1)N1CCCCN2[C@H](CO)[C@@H](c3ccc(-c4cncnc4)cc3)[C@@H]2C1	-4.6	2.2	33.9*	-2.6	6.6	-8.6	-18.2
CC(C)OC(=O)Nc1ccc2c(c1)N(C(=O)N1CCN(C)CC1)c1ccccc1CC2	-1.7	-2.9	-1.9	-1.0	-11.0	-47.8	-60.5
Cc1ccc(NC(=O)Cn2cc(S(=O)(=O)c3ccc(F)cc3)c(=O)c3cc(F)ccc32)cc1	2.2	-4.5	-7.5	x	-10.1	-6.2	-13.0
O=C(CN1C(=O)/C(=C/c2cccc(Cl)c2)SC1=S)NC1C=CS(=O)(=O)C1 (stereo unspecified)	1.1	10.9	15.6	4.9	-13.5	5.3	-4.1

Continued; the last six above are carried over.
SMILES	ARNT TACC3 PPI	CASP6 VEID inh	DENV2 CPE rescue	SIRT5 inh	LGR2 antag	EWS-Fli inh	PAX8 inh HTS
COc1cc(/C=C(\NC(=O)c2ccccc2)C(=O)NCCO)c([N+](=O)[O-])cc1OC	-5.3	x	x	x	-16.6	x	10.7
COc1ccc(C(=O)Nc2ccc(N3CCN(C(C)=O)CC3)cc2)cc1[N+](=O)[O-]	x	9.5	u	0.0	13.6	-3.5	-3.7
O=C(NC1CCCC1)N1CCCCN2[C@H](CO)[C@@H](c3ccc(-c4cncnc4)cc3)[C@@H]2C1	-4.6	2.2	33.9*	-2.6	6.6	-8.6	-18.2
CC(C)OC(=O)Nc1ccc2c(c1)N(C(=O)N1CCN(C)CC1)c1ccccc1CC2	-1.7	-2.9	-1.9	-1.0	-11.0	-47.8	-60.5
Cc1ccc(NC(=O)Cn2cc(S(=O)(=O)c3ccc(F)cc3)c(=O)c3cc(F)ccc32)cc1	2.2	-4.5	-7.5	x	-10.1	-6.2	-13.0
O=C(CN1C(=O)/C(=C/c2cccc(Cl)c2)SC1=S)NC1C=CS(=O)(=O)C1 (stereo unspecified)	1.1	10.9	15.6	4.9	-13.5	5.3	-4.1
CC1CCCC(C)N1S(=O)(=O)c1ccc(NC(=O)CCN2C(=O)C3CC=CCC3C2=O)cc1 (stereo unspecified)	0.0	1.1	2.8	-0.8	-13.7	-5.0	13.3
Cc1ccc(NC(=S)N2CCN(S(=O)(=O)c3ccc(F)cc3)CC2)cc1	-6.5	-1.1	u	-0.2	-5.2	-0.8	-17.3
Cc1ccccc1C(=O)NCCCNC(=O)c1ccccn1	-16.2	0.8	10.2	0.6	-3.2	-3.2	21.1
O=C(COc1ccc2c3c(c(=O)oc2c1)CCCC3)N1CCN(c2ccccc2)CC1	-5.4	-4.9	-2.4	-4.7	1.0	8.3	25.7
CCOc1ccc(CCN2C(=O)c3cccnc3C2=O)cc1OCC	x	3.3	5.1	-0.8	11.6	9.9	13.3
Cc1ccc(C(=O)N2CCCC(N3CCN(c4ccccc4C)CC3)C2)c(=O)[nH]1 (stereo unspecified)	-0.4	-2.3	0.1	1.1	10.1	x	-28.9
CC(=O)c1ccc(NC(=O)CN2C(=O)/C(=C/C(C)=C/c3ccccc3)SC2=S)cc1	-0.7	-2.9	0.6	0.4	-24.2	12.3	20.3
CCCN(C)C[C@@H]1Oc2cc(C#C[C@@H](C)O)ccc2S(=O)(=O)N([C@H](C)CO)C[C@@H]1C	-15.6	0.6	1.4	-5.5	-26.5	5.1	x
O=S(=O)(c1cccc(C(F)(F)F)c1)N1c2ccccc2-n2cccc2C1c1cccnc1 (stereo unspecified)	x	-1.3	-4.8	1.2	44.6	4.2	16.0
COc1ccc(C2=C(Nc3ccc(C)cc3)c3ccccc3C2=O)cc1	-9.8	-2.5	0.3	1.8	0.4	-0.2	2.4
COCCNc1nc2nonc2nc1N(C)Cc1ccc(C)cc1	17.2	-3.0	-3.4	3.5	10.9	2.8	26.6
C[C@H]1CN([C@@H](C)CO)C(=O)c2cc(NS(=O)(=O)c3cccs3)ccc2O[C@@H]1CN(C)CC1CCCCC1	22.8	1.9	-5.1	-1.9	-4.1	6.1	1.4
O=C(CCN1C(=O)/C(=C/c2cccs2)SC1=S)N1CCCCC1	-12.6	2.2	-6.7	1.6	6.7	10.8	69.5*
COC(=O)c1cc2c(c3c4cc(F)ccc4n(S(=O)(=O)c4ccc(C)cc4)c13)C(=O)N(Cc1ccccc1OC)C2	x	-0.2	-2.5	x	0.1	8.5	-9.8
O=S(=O)(c1ccc(F)cc1)N1CCN(c2nc(-c3ccc(F)cc3)cs2)CC1	-3.6	-1.9	u	-2.2	-12.2	-0.8	x
COc1cccc(C(=O)Nc2ccc3nc4n(c(=O)c3c2)CCCCC4)c1	x	-0.2	-11.3	4.6	-63.5	-87.6	-136.1
Cn1ccnc1SCc1cc(=O)[nH]c2ccccc12	3.5	-0.4	-2.1	2.9	-2.9	-27.8	x
O=C(C[C@@H]1C=C[C@H](NC(=O)C2CCC2)[C@@H](CO)O1)NCc1ccncc1	0.7	1.9	13.8	-1.7	10.6	-2.4	-11.6
CC(C)C#Cc1ccc2c(c1)O[C@@H](CN(C)Cc1ccncc1)[C@@H](C)CN([C@H](C)CO)S2(=O)=O	2.5	1.5	-5.0	4.1	-8.5	13.4	-11.9
C[C@@H]1CN([C@@H](C)CO)C(=O)c2cccc(NS(=O)(=O)c3ccc(F)cc3)c2O[C@@H]1CN(C)C(=O)Nc1ccccc1	0.1	x	16.0	-0.9	10.2	5.8	x
CSc1ncccc1C(=O)N1CCN(C(=O)c2ccccc2)CC1	-19.3	0.3	4.8	-1.9	-34.3	-3.4	-9.5
CCOC(=O)C(=CNc1nc2ccc(C(=O)OCC)cc2s1)C(=O)OCC	x	3.9	18.4	-3.5	-8.8	-30.3	-11.8
C/C=C(\C)CN1CCC(Oc2cc(C(=O)NC3CC3)ccc2OC)CC1	-0.6	-1.9	x	0.7	4.0	x	17.5
CCCCCCCCN1C(=O)[C@@H](CC(=O)N2CCN(C(=O)c3ccco3)CC2)C[C@@]2(C(=O)OC)C1=C[C@H](C1CCCC1)O[C@@H]2C	x	-1.6	10.5	x	11.3	17.9	73.3*
O=C1CCN(CCCc2ccccc2)CCN1[C@H](CO)Cc1ccccc1	-1.4	x	2.9	x	6.9	-3.1	-9.1
COc1ccc(CN(C)C[C@@H]2Oc3ccc(NS(=O)(=O)c4ccc(OC)cc4)cc3C(=O)N([C@H](C)CO)C[C@@H]2C)cc1	-0.8	x	15.8	1.6	13.9	-5.0	x
C[C@H](CO)N1C[C@H](C)[C@@H](CN(C)Cc2ccc(Cl)c(Cl)c2)OCc2cnnn2CCCC1=O	5.0	-1.7&7.3	3.1&-15.7	-3.1&0.3	5.6&13.7	0.8&8.5&9.9	7.1&25.7&17.3
Cc1ccc(CN2CC(C(=O)Nc3ccc(F)c([N+](=O)[O-])c3)CC2=O)cc1 (stereo unspecified)	1.9	x	-4.5	-0.2	-11.3	0.9	14.9
O=[N+]([O-])c1ccc2nc(CCCc3nc4ccc([N+](=O)[O-])cc4[nH]3)[nH]c2c1	8.3	7.7	x	-0.2	x	-27.1	4.7
CCCNC(=O)COc1ccccc1[N+](=O)[O-]	-1.9	x	x	x	18.3	x	-8.1
Cc1ccc(C2(C)NC(=O)N(CC(=O)Nc3cc(S(=O)(=O)N(C)C)ccc3C)C2=O)cc1 (stereo unspecified)	0.3	2.1	4.2	-5.8	16.2	2.7	13.2
O=C(COC(=O)CCN1C(=O)/C(=C\C=C\c2ccccc2)SC1=S)Nc1cc(F)ccc1F	-9.3	0.3	-5.7	-0.8	0.1	34.0	1.1
CN(c1nc(-c2ccc(Br)cc2)cs1)C1CCS(=O)(=O)C1 (stereo unspecified)	-3.8	3.3	x	-0.9	-31.2	-96.5	-70.6
CCOP(=O)(OCC)c1nc(-c2ccccc2)oc1N1CCCCC1	3.7	-1.3	3.3	-19.2	2.0	5.5	10.4
C[C@H](CO)N1C[C@H](C)[C@H](CN(C)Cc2ccccc2)Oc2ncc(/C=C/c3ccccc3)cc2C1=O	-1.2&4.2	-0.5&-5.1	-3.3&10.4	-3.1&-1.2	-7.4	14.3&6.2	x
CCCN(c1ccccc1C(=O)O)S(=O)(=O)c1ccc2c(c1)n(C)c(=O)n2C	-5.9	10.1	-2.4	-2.8	-1.1	1.1	-10.1
COc1ccc2c(C)c(Cc3ccccc3)c(=O)oc2c1OC	-2.4	0.9	0.1	-10.1	-9.7	5.2	1.8
CCc1ccc2c(c1)c1nnc(NN)nc1n2C	13.8	2.6	2.3	-0.8	x	10.7	24.8
CCC(CC)C(=O)NCc1ccc(Cl)cc1	-6.1	-1.5	-0.3	0.0	13.0	6.5	5.9
COc1ccc(S(=O)(=O)N(C)C[C@H]2Oc3ccc(NC(=O)CCC(F)(F)F)cc3C(=O)N([C@H](C)CO)C[C@@H]2C)cc1	-6.0&-1.2	-0.9&0.7	0.2&-14.3	-4.0&-4.5	-7.8&4.4	-0.1&-1.4	7.4&-0.8
O=C(NNS(=O)(=O)c1ccccc1)c1csc(-c2cccnc2)n1	16.1	-1.7	1.2	-4.3	23.4	6.6	-10.1
Cc1cc(C)cc(C(O)c2ncc(-c3ccccc3C(F)(F)F)[nH]2)c1 (stereo unspecified)	x	2.9	13.5	x	10.5	7.3	7.0
COC(=O)c1ccc(C23CC4(C2)[C@H](CN(Cc2cccnc2)[C@@H]4c2ccccc2)C3c2ccccc2)cc1 (stereo partly specified)	4.6	-1.3	-14.4	x	-2.1	-6.4	-8.1
CC(OC(=O)CCN=C1NS(=O)(=O)c2ccccc21)C(=O)NCc1ccccc1 (stereo unspecified)	0.0	-0.9	1.5	-10.8	14.1	-2.5	-5.7
CCCC(=O)N1CC2(C1)CN(C(=O)Nc1cccc(F)c1)[C@@H](CO)c1c2c2ccc(OC)cc2n1C	x	-1.1	-5.7	7.3	30.4	11.1	x
CCOC(=O)c1cccc(NC(=O)c2ccc(NC(=O)c3ccco3)cc2)c1	-5.6	-2.2	-5.4	-1.0	-7.2	x	-1.0
CN1C(=O)c2cc(NC(=O)Nc3ccc(F)cc3)ccc2OC[C@H]2O[C@H](CC(=O)NC3CCC3)CC[C@@H]21	-2.0	2.1	-2.1	0.4	3.6	6.0	3.2
